TRAIL sens C8 – viability loss with TRAIL in NB7+C8 cells, primary screen, TRAIL sensitizer project, cell-based, ATPlite luminescence; inhibition (viability loss, TRAIL sensitization), % at 10 µM; hit rate 1% among 360,000; AID 624354, 2012;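 active = compounds causing at least 50% loss of cell viability in the single-dose screen, relative to plate controls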
NR2E3 ag-1 – NR2E3 agonists in two-hybrid cells, primary screen, cell-based, luminescence, CHO-S, Gal4-NCOR/VP16-NR2E3 | Photoreceptor-specific nuclear receptor (Homo sapiens), Q9Y5X4 | luciferase | AID 602229, 2012 | inhibition of corepressor binding, % at 3.98 µM | hit rate 0.35% among 360,000;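 active = inhibition above the mean of all tested compounds plus 3 SD, cut at about 70% in these data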;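 also: 0% = DMSO with NR2E3 transfected cells and 100% = cells lacking NR2E3 construct; higher means lower luciferase signal from less NR2E3 corepressor binding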
Target sequence (Q9Y5X4 whole entry, looked up, the tested form may be a part): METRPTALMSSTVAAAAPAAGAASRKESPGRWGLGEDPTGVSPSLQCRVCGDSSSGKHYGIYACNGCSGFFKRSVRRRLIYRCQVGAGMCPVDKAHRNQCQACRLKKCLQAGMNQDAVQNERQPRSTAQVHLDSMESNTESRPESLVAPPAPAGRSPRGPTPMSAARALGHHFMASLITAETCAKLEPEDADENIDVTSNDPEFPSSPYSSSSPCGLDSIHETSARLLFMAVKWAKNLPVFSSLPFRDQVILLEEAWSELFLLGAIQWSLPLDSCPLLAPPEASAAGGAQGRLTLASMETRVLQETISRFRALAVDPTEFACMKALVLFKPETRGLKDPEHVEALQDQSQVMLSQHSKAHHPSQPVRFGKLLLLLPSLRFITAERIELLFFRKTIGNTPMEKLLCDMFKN
NR2E3 ag-2 – inhibitors of NR2E3-RetCOR corepressor binding, primary screen, NR2E3 agonist project, biochemical, TR-FRET, GST-NR2E3, biotin-RetCOR; Photoreceptor-specific nuclear receptor (Homo sapiens), Q9Y5X4; 1536-well; inhibition of corepressor binding, % at 4.78 µM; hit rate 0.12% among 320,000; AID 2300, 2010;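 active = percent inhibition above the cutoff of mean plus 3 SD of all tested compounds, set per screening campaign, cut at about 20% in these data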;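 also: 0% = DMSO wells and 100% = biotin wells as full block of FRET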
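Material: NR2E3–RetCOR corepressor complex | Quantity: 1.35 nM GST-tagged NR2E3 final | Schedule: 5 h at 4 °C | Replication: Singlicate compound wells | Reagent: RetCOR corepressor, biotinylated, 7 nM | Controls: Biotin wells as high control, 0.6% DMSO wells as low control | Signal: TR-FRET, Eu(K)-anti-GST donor, streptavidin-D2 acceptor, ex 340, em 617/671 nm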
TWEAK-Fn14 inh – inhibitors of TWEAK-Fn14 signaling, primary screen, luciferase reporter cells, uHTS | TWEAK-stimulated Fn14 reporter cells, luciferase luminescence, 8 h | inhibition, % at 10 µM | hit rate 2% among 360,000 | AID 1159606, 2016; in the data active = inhibition above about 50%
CF NFkB inh – inhibitors of PAF-induced NF-kB signaling, primary screen, cell-based, GFP fluorescence, uHTS. KKLEB NF-kB-GFP reporter, GFP fluorescence overnight. inhibition, % at 5 µM. hit rate 0.86% among 360,000;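 active = at least 50% inhibition at 5 µM, scaled per plate between neutral and stimulator controls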;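 also: PAF is a Pseudomonas aeruginosa culture filtrate used as stimulus; plate controls were PAF-stimulated DMSO wells for no effect and unstimulated DMSO wells for full effect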
TROY NFkB inh – inhibitors of TROY-driven NF-kB signaling, primary screen, Q293 LMP1-TROYcd cells, NF-kB luciferase, uHTS; hit rate 0.98% among 360,000; Q293 LMP1-TROYcd NF-kB luciferase reporter, 4 h; inhibition, % at 10 µM;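 active = compounds whose plate-normalised and pattern-corrected inhibition of the luciferase reporter signal at the single screening dose is 50% or more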
KKLEB tox – cytotoxicity in KKLEB CF airway cells, primary screen, cytotoxicity control for CF NF-kB inhibitor project, cell-based, uHTS, fluorescence assay plates. KKLEB CF airway cells viability, ATPlite luminescence, overnight; active compounds read low; cells stimulated with P. aeruginosa culture filtrate. activity change (cytotoxicity), % at 5 µM. hit rate 0.36% among 360,000;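 active = corrected activity change at or below -50% at 5 µM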
MITF TRPM1 inh – inhibitors of MITF-dependent TRPM1 promoter reporter, primary screen, cell-based, SK-MEL-5, single point, luciferase. SK-MEL-5 TRPM1 promoter luciferase, 24 h. inhibition, % at 12.5 µM. hit rate 0.83% among 330,000. AID 488899, 2010;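 active = mean inhibition across replicates of 60% or more, whatever share of single replicates reaches that level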; also: values of inactives mirror those of a sister screen read the other way
Peg3 prom inh – Peg3 promoter-driven luciferase inhibitors, primary screen, cell-based, HeLa, luciferase luminescence | HeLa PEG-Prom luciferase reporter, overnight | inhibition, % at 20 µM | hit rate 1.7% among 360,000 | AID 588405, 2011;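 active = inhibition of at least 50% at 20 µM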
HIF-2a block – HIF-2a reporter inhibitors, primary screen, luminescence, 786-0 RCC cells | 786-0 RCC cells HIF-2a reporter, luciferase luminescence, overnight | inhibition, % at 18.8 µM | hit rate 0.72% among 360,000 | AID 624352, 2012;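 active = inhibition of the luminescence signal of 40% or more relative to plate controls, in a single-dose primary screen at 18.75 µM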
Shn3 inh set2 – reduction of Shn3 3'UTR firefly luciferase signal, primary screen, Schnurri-3 inhibitor project, cell-based, Clone20 osteoblasts, set 2; Clone20 osteoblast Shn3 3'UTR firefly luciferase, 24 h; AID 588674, 2011; inhibition, % at 12.5 µM; hit rate 0.52% among 360,000;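 active = mean inhibition of at least 75% with every replicate also reaching 75%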;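 also: 0% = median of neutral control wells and 100% = pilot-screen positive control compound; some compounds past the cut are filed as inactive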
* = called active by the depositor; / = no result given. Only part of the results is shown; count on the stated rates, not on these rows.

SMILES	TRAIL sens C8	NR2E3 ag-1	NR2E3 ag-2	TWEAK-Fn14 inh	CF NFkB inh	TROY NFkB inh	KKLEB tox	MITF TRPM1 inh	Peg3 prom inh	HIF-2a block	Shn3 inh set2
CCC(C)(C)NC(=O)C(c1cccn1C)N(Cc1ccc(OC)cc1)C(=O)Cn1nnc2ccccc21 (stereo not drawn)	-10.2	-16.6	0.2	-25.1	-8.4	-5.9	6.5	21.7	38.2	-24.5	14.4
CC1CCc2c(sc(NC(=O)CSc3ncnc4c3cnn4-c3ccccc3Cl)c2C#N)C1 (stereo not drawn)	8.4	-0.7	3.4	-10.5	-4.2	4.2	-9.4	-3.2	-1.6	11.0	22.7
Cc1cc2c(cc1C)CSC(c1ccccc1OC(=O)C(C)C)SC2	5.8	-6.1	0.1	30.2	-26.8	-20.6	10.0	-0.7	-3.5	3.6	-12.7
NC(=O)c1ccc(C2SCC(=O)N2Cc2ccccc2)cc1 (stereo not drawn)	7.7	-17.3	-0.6	5.2	-34.8	10.1	15.4	8.9	2.0	15.3	-17.6
CC1CCCCC1NC(=O)CSc1ncnc2sccc12 (stereo not drawn)	-13.2	-39.9	/	-5.5	-17.8	-15.6	9.6	/	-2.3	-9.9	6.3
COc1ccc(C(=O)Nc2nc(-c3cccs3)cs2)cc1	16.9	-131.0	2.5	41.1	-36.8	20.2	12.1	-43.4	-222.5	-426.1	-40.7
C/C(CC(=O)Nc1ccc(Cl)cn1)=N\NC(=O)Cc1cccs1	-4.4	-9.7	1.9	20.7	10.5	0.8	1.8	-0.9	4.7	17.9	-0.8
C/C(=N\Nc1ccc(C(F)(F)F)cn1)c1ccc(S(=O)(=O)NCc2ccco2)cc1	-3.4	-1.4	3.5	-17.3	-23.4	-3.5	8.4	0.7	1.9	15.7	11.7
c1ccc2[nH]c(CCCCc3nc4ccccc4[nH]3)nc2c1	-16.4	-6.6	1.7	-4.9	-4.3	12.2	1.3	13.5	6.9	9.6	-0.8
O=C(N/N=C/C1CCCCC1)c1cc(Cl)ccc1O	-16.8	-13.5	-4.2	-12.8	8.7	-12.2	1.9	16.7	-4.9	4.2	5.5
CCCCN(CC(=O)NCc1ccc(Cl)cc1)S(=O)(=O)c1ccc2c(c1)OCCO2	-1.2	-18.1	1.2	18.7	-8.0	20.9	7.2	-1.9	32.2	18.5	-19.3
Cc1cc2oc(=O)sc2cc1NS(=O)(=O)c1cccc2cccnc12	-2.6	-10.0	-0.7	25.3	2.3	14.0	1.1	4.4	2.4	18.4	-9.7
COc1ccc(CC2(CO)CCN(CC3=CC[C@H]4C[C@@H]3C4(C)C)CC2)cc1	-9.2	5.9	-1.3	4.4	2.8	4.7	4.0	-9.1	10.4	12.9	4.7
CCc1ccc(CN(C)C(=O)CCc2nnc(CCc3ccccc3OC)o2)nc1	-9.7	7.3	1.7	4.9	6.6	-7.6	0.0	0.1	7.2	19.6	6.7
CCOC(=O)/C=C1\SCC(=O)N1CC(=O)Nc1cc(S(=O)(=O)N(C)C)ccc1C	-12.5	7.4	/	20.2	-2.3	0.9	2.8	-0.9	1.2	-2.5	11.2
Cc1ccc2c(CN3CCCCC3C)cc(=O)oc2c1 (stereo not drawn)	3.9	-20.8	-0.9	16.1	-5.9	-23.8	-9.2	-0.7	-11.1	-25.6	-12.5
CC(NC(=O)COC(=O)c1cccnc1Cl)C12CC3CC(CC(C3)C1)C2 (stereo not drawn)	-12.2	-25.9	/	-9.9	5.5	0.3	3.8	2.8	-5.7	4.5	12.7
CC1CC1C(=O)N1CCN(S(=O)(=O)c2cc(C(F)(F)F)cc(C(F)(F)F)c2)CC1 (stereo not drawn)	0.0	24.0	2.5	-16.4	19.0	43.8	-22.7	1.7	2.2	9.0	-18.9
Cn1c(=O)c2c(nc(NCCCO)n2C/C=C/c2ccccc2)n(C)c1=O	7.1	-15.1	-5.6	-10.2	2.5	12.0	-2.2	18.2	37.9	15.3	36.5
COc1ccc(-c2cc(C3CC3)nc(N)c2C#N)cc1	-13.2	-9.0	1.1	15.0	12.4	7.3	-23.7	8.0	11.2	0.8	6.9
Cc1cccc(NC(=O)c2cnc3n(c2=O)CCS3)c1	-6.7	-52.2	-1.1	-22.9	-9.9	-2.6	2.6	-61.4	-231.5	-327.5	-6.9
COc1cccc(NC(=O)CCC(=O)Nc2cccc(OC)c2)c1	3.7	-24.4	1.1	0.5	-0.4	16.0	-11.3	-0.9	9.5	16.5	-15.4
CCc1ccccc1NC(=O)c1cc(=O)c2ccccc2o1	3.1	5.0	5.7	-2.0	12.9	-20.0	-7.0	-6.7	-56.3	-66.6	9.0
COc1cc([N+](=O)[O-])ccc1N1C(=O)C2C3C=CC(C4CC34)C2C1=O (stereo not drawn)	18.0	-18.9	-1.6	3.9	12.9	-12.4	-15.7	2.3	-23.1	-25.1	10.9
COc1cc(C2C3C(=O)N(c4ccc(F)cc4)C(=O)C3ON2c2ccccc2)ccc1O (stereo not drawn)	-12.9	-26.4	4.2	-12.3	-6.9	10.4	0.5	1.0	13.3	23.9	-7.5
COC(=O)c1cc(C(=O)N2CCN(C(=O)c3ccco3)CC2)cc([N+](=O)[O-])c1	15.4	-5.2	3.0	-6.5	8.2	-12.4	3.6	9.8	-22.9	4.7	-7.8
COC(=O)COc1ccc(S(=O)(=O)NCC2CCCO2)cc1Cl (stereo not drawn)	-7.0	-9.8	1.5	-9.3	7.9	-15.4	-7.2	5.3	15.9	3.1	10.1
O=C1NC2(CCCCC2)N(C(=O)c2ccccc2)C2=C1CCCC2	1.5	12.2	0.3	3.6	-0.5	-12.8	-0.5	1.6	-0.3	2.1	-34.7
CN(C)S(=O)(=O)c1ccc(C(=O)NCc2nc3ccccc3s2)cc1	0.5	-12.7	1.8	35.0	11.0	-6.3	-2.6	14.9	13.8	-12.6	16.8
Clc1ccccc1-c1ccc2nccn2c1	-18.2	-5.3	/	-2.9	30.4	-5.4	-22.2	/	-12.1	-19.4	23.6
c1cc2c(cc1NC1CCCCCC1)OCO2	2.5	-12.4	1.2	-5.7	3.4	25.8	18.7	-22.2	2.9	-15.8	-0.8
NC(=O)c1cccc(Nc2nc(C(N)C3CCCCC3)cs2)n1 (stereo not drawn)	-3.5	-14.0	/	9.4	-25.5	-1.0	-12.5	/	-0.5	23.1	17.6
CCN(CC)C(=O)C(=O)c1cccn1-c1c(Cl)cccc1C#N	-5.7	2.6	1.6	11.2	13.3	10.0	4.7	-1.8	-3.2	11.9	-0.2
COc1ccc(S(=O)(=O)N2CCC(C(=O)NCCC(=O)NC3CC3)CC2)cc1	-0.4	-11.1	1.4	-1.6	10.1	-8.6	9.7	0.1	-3.4	-4.2	-5.0
CC(C(=O)Nc1ccc2[nH]c(=O)[nH]c2c1)N1CCN(Cc2ccc3c(c2)OCO3)CC1 (stereo not drawn)	-3.3	3.4	1.8	-1.0	2.0	10.2	0.6	-12.7	11.1	7.5	4.3
O=C(c1ccc(Cl)cc1Cl)c1ncc(C(F)(F)F)cc1Cl	-12.8	-6.3	3.6	3.4	-4.9	8.1	5.8	-9.2	4.1	13.1	-14.1
Cc1cc(-c2nnc3n2N=C(c2ccccc2)CS3)n[nH]1	-1.8	7.4	1.2	-21.5	-11.6	12.7	5.3	12.6	-6.0	12.5	-8.7
COC(=O)c1sccc1-n1cccc1C(=O)C(=O)N1CCCC1	-1.2	-14.5	0.8	-8.1	1.8	-0.1	-5.7	-0.1	8.0	8.6	2.9
CC(C)Sc1nc2ccccc2[nH]1	2.1	8.7	0.6	3.0	16.6	-42.9	-14.5	-3.4	-21.6	-16.8	-8.6
COc1cc2nc(N(CCN(C)C)C(=O)c3ccc4ccccc4c3)sc2cc1OC	-8.3	24.9	-0.5	-17.3	-6.8	-0.2	3.7	-1.4	-12.6	-5.6	-9.9
COc1ccc(-n2cc(CNCCCN3CCCC3=O)c(-c3ccccc3Cl)n2)cc1	5.3	-5.5	-1.0	-15.2	2.1	-7.2	6.8	-0.4	8.2	5.4	2.0
O=C(/C=C/Nc1cccc(F)c1)c1ccco1	27.4	-153.5	-1.9	-15.1	-3.4	-17.8	-1.8	-83.5	-275.3	-252.0	-80.9
Cn1c(SCC(=O)Nc2ccc(C(=O)O)cc2)nc2scc(-c3ccccc3Cl)c2c1=O	21.0	-24.4	/	-13.1	-19.5	16.2	0.8	1.2	14.6	5.8	-0.4
COc1ccc(C(=O)C(CO)Oc2ccccc2OC)cc1OC (stereo not drawn)	16.1	3.2	1.8	0.3	-2.8	7.9	-6.0	1.2	19.7	-1.9	3.8
CCOc1ccccc1OCCCC(=O)NC1CCCc2ccccc21 (stereo not drawn)	-2.5	41.4	1.2	-21.7	12.9	1.5	1.1	19.2	11.8	10.5	8.2
O=C(CCl)N1c2ccccc2Sc2ccc3ccccc3c21	20.0	-42.3	/	3.4	25.9	9.4	-21.9	/	106.9*	31.7	-7.6
CCCS(=O)(=O)N1CCN(Cc2ccccc2C(F)(F)F)CC1	-13.8	4.8	2.3	11.4	2.2	-15.7	-5.3	0.9	16.6	14.3	-0.4
CCS(=O)(=O)Nc1ccc2[nH]c(=O)[nH]c2c1	13.7	11.9	3.3	-0.5	-1.3	11.6	6.9	0.4	1.0	17.9	-4.1
CS(=O)(=O)N1CCC(Oc2cccc(C(=O)NCCCOc3cccnc3)c2)CC1	-8.5	-1.6	1.7	-5.0	5.2	-1.2	-2.1	-12.5	6.1	-6.8	6.3

Records listed so far printed as active in Peg3 prom inh.
SMILES | NR2E3 ag-1 | NR2E3 ag-2 | TWEAK-Fn14 inh | CF NFkB inh | MITF TRPM1 inh | Peg3 prom inh | HIF-2a block | Shn3 inh set2
O=C(CCl)N1c2ccccc2Sc2ccc3ccccc3c21 | -42.3 | / | 3.4 | 25.9 | / | 106.9* | 31.7 | -7.6

Screening results from PubChem.
